GRIN3A LBD mod = NR3A (human) ligand-binding domain modulation. NR3A LBD differential scanning fluorimetry, Tm shift; 0% = protein alone, 100% = glycine-bound protein. Tm shift relative to glycine control, % at 25 µM. actives 2.5% (n = 340,000);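 active = melting temperature shift of at least 10% of the positive control shift, at one fixed dose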
hIAP block = blocks human intestinal alkaline phosphatase. purified IAP, CDP-Star luminescence, 30 min. inhibition, % at 10 µM. actives 0.12% (n = 330,000);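 active = inhibition reaching a set limit with compound at 10 µM in the primary screen, cut at about 35% in these data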;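 also: plate controls were DMSO wells with enzyme for no effect and no-enzyme buffer wells for full effect; values of inactives mirror those of a sister screen read the other way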
Target sequence (P09923 whole entry, looked up): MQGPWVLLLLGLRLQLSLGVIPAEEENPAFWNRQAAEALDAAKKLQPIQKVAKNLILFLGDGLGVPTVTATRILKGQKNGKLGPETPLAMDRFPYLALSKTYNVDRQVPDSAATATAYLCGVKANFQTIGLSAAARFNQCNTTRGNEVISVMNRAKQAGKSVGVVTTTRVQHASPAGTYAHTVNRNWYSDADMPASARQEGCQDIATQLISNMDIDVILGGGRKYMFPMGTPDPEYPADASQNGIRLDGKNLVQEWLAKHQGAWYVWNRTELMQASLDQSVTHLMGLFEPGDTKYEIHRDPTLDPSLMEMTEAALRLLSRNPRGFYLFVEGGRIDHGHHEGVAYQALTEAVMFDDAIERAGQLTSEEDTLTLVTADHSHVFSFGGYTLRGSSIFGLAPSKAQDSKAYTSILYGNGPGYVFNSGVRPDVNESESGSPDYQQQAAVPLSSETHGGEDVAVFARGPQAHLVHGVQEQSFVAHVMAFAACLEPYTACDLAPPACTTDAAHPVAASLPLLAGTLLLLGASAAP
mIAP block = blocks mouse intestinal alkaline phosphatase; purified mouse IAP, CDP-Star luminescence, 30 min; inhibition, % at 10 µM; actives 0.2% (n = 330,000); AID 2806;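 active = inhibition of at least 40% at 10 µM in the primary screen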;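 also: plate controls were DMSO with enzyme for no effect and no enzyme wells for full effect; values of inactives mirror those of a sister screen read the other way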
hIAP act = increases human intestinal alkaline phosphatase activity | P09923 | purified human IAP, CDP-Star luminescence, 30 min; active compounds read high; 1 = vehicle-only enzyme, 0 = enzyme-free background | activation factor at 10 µM | actives 0.16% (n = 330,000);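 active = activation factor of the enzyme at least 2-fold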; also: the source names both 10 and 20 µM as test concentration; values of inactives mirror those of a sister screen read the other way
MPTP block = blocks calcium-induced mitochondrial swelling | isolated mouse mitochondria, Ca2+ swelling absorbance, 30 min | AID 602449 | actives 1.4% (n = 360,000) | inhibition, % at 10 µM;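 active = inhibition of 50% or more, scaled per plate between neutral and stimulator controls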;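 also: 0% = DMSO wells given calcium and 100% = 1 mM EGTA wells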
MIN6 prolif = induces beta-cell replication in MIN6 cells; MIN6 cells proliferation, ATPlite luminescence, 48 h; cells starved in 0.2% serum; 100% = growth in 10% serum; proliferation, % at 10 µM; actives 0.29% (n = 330,000);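 active = compounds whose signal lies at least 3.5 SD above the mean of all wells on their plate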;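 also: 0% = DMSO-treated cells in low-serum medium and 100% = 10% serum control; some compounds called inactive have numbers as strong as hits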
APOBEC3G inh = inhibitors of human APOBEC3G DNA deaminase; recombinant A3G, ssDNA deamination FAM/TAMRA fluorescence; inhibition, % at 20 µM; actives 0.28% (n = 330,000);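 active = inhibition of at least 40% at 20 µM, with no more than 30% in the related APOBEC3A deaminase screen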;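 also: plate controls were DMSO wells with A3G for no effect and wells lacking A3G enzyme for full effect; some compounds called inactive have numbers as strong as hits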
Target sequence (Q9HC16 whole entry, looked up): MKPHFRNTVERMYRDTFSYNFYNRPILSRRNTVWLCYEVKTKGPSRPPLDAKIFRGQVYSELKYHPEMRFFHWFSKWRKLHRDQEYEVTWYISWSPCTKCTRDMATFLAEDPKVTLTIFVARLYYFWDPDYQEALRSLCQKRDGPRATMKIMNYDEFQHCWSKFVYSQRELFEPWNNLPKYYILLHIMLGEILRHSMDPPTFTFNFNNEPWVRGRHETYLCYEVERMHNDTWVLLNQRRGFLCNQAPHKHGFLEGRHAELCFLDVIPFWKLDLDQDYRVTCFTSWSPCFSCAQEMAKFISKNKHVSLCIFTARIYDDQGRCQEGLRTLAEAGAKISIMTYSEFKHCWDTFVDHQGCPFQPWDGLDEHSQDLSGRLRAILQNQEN
mIAP activ = increases mouse intestinal alkaline phosphatase activity | AID 2805 | actives 0.24% (n = 330,000) | activation factor at 10 µM | muIAP, CDP-Star luminescence, 30 min; active compounds read high; 1 = vehicle-only enzyme signal, 0 = enzyme-free wells;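 active = activation factor of at least 2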; also: the source names both 10 and 20 µM as test concentration; values of inactives mirror those of a sister screen read the other way
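Assay system: mouse IAP enzyme; Reagent: CDP-Star chemiluminescent phosphatase substrate; Compound: DMSO-dissolved test compounds; Incubation: 30 min, room temperature; Technique: luminescence from enzymatic CDP-Star hydrolysis; Controls: DMSO-only wells and no-enzyme negative control.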
APOBEC3A inh = blocks human APOBEC3A ssDNA deamination; P31941; recombinant A3A, FAM/TAMRA ssDNA deamination fluorescence; inhibition, % at 20 µM; actives 0.41% (n = 330,000);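 active = at least 40% inhibition at 20 µM here, with at most 30% in a related deaminase screen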;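 also: plate controls were A3A with DMSO for no effect and wells lacking A3A enzyme for full effect; some results filed as inactive read as strong as hits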
Starred values were filed as active, the others as inactive.

What do the screens show for `CCN1C(=O)[C@@H]2[C@@H](c3ccc(-c4cccc(Cl)c4)cc3)N3CCC[C@@]3(C(=O)OC)[C@@H]2C1=O`?
GRIN3A LBD mod: -0.8; hIAP block: -3.3; mIAP block: -5.7; hIAP act: 1.03; MPTP block: -1.0; MIN6 prolif: -4.6; APOBEC3G inh: -11.5; mIAP activ: 1.06; APOBEC3A inh: -3.0

How did CCOC(=O)c1c(-c2ccccc2)csc1NC(=O)CSc1nc(N)cc(N)n1 do in these assays?
GRIN3A LBD mod: -0.2; hIAP block: 16.4; mIAP block: 4.2; hIAP act: 0.836; MPTP block: 80.0*; MIN6 prolif: -3.1; APOBEC3G inh: -4.0; mIAP activ: 0.958; APOBEC3A inh: -1.4

How did CCN(CC)CCNC(=S)Nc1ccc(F)cc1 do in these assays?
GRIN3A LBD mod: -1.4; hIAP block: 2.0; mIAP block: 6.7; hIAP act: 0.98; MPTP block: -0.8; MIN6 prolif: 1.1; APOBEC3G inh: -5.1; mIAP activ: 0.933; APOBEC3A inh: -0.9

Results for CN(c1ccccc1)S(=O)(=O)c1cc(Cl)ccc1Cl ?
GRIN3A LBD mod: 0.1; hIAP block: -6.8; mIAP block: 8.6; hIAP act: 1.07; MPTP block: -1.6; MIN6 prolif: 3.5; APOBEC3G inh: -5.5; mIAP activ: 0.914; APOBEC3A inh: -2.2

What do the screens show for `O=C(CCc1ccccc1)Nc1nc2n(n1)C(c1ccc(Cl)cc1)CC(=O)N2` (centres undefined)?
GRIN3A LBD mod: -0.4; hIAP block: -41.4; mIAP block: 9.3; hIAP act: 1.41; MPTP block: -7.3; MIN6 prolif: -0.8; APOBEC3G inh: -5.5; mIAP activ: 0.907; APOBEC3A inh: -4.7

Results for O=C(COC(=O)[C@@H]1CCCN1S(=O)(=O)c1ccccc1F)NCc1ccc2c(c1)OCO2 ?
GRIN3A LBD mod: 0.4; hIAP block: 4.8; mIAP block: -4.4; hIAP act: 0.952; MPTP block: 4.4; MIN6 prolif: 0.9; APOBEC3G inh: -1.1; mIAP activ: 1.04; APOBEC3A inh: 3.0

What do the screens show for `Cc1c(-c2nc(-c3cccnc3)no2)cccc1[N+](=O)[O-]`?
GRIN3A LBD mod: -1.6; hIAP block: 3.4; mIAP block: -14.5; hIAP act: 0.966; MPTP block: 1.3; MIN6 prolif: -2.0; APOBEC3G inh: -4.9; mIAP activ: 1.15; APOBEC3A inh: -10.4

How did O=C(Nc1cccc(-n2cnnn2)c1)c1cccs1 do in these assays?
GRIN3A LBD mod: 0.2; hIAP block: -7.2; mIAP block: -4.1; hIAP act: 1.07; MPTP block: -0.1; MIN6 prolif: -3.1; APOBEC3G inh: 1.5; mIAP activ: 1.04; APOBEC3A inh: -1.6

Results for COc1ccc(CNCCNC(=O)c2cccs2)c(OC)c1OC ?
GRIN3A LBD mod: 0.4; hIAP block: -13.6; mIAP block: -3.5; hIAP act: 1.14; MPTP block: -1.0; MIN6 prolif: -0.4; APOBEC3G inh: -18.7; mIAP activ: 1.03; APOBEC3A inh: -6.4

What do the screens show for `COc1cccc(C(=O)NC(=O)Nc2nc(C)cc(C(F)(F)F)n2)c1`?
GRIN3A LBD mod: 2.2; hIAP block: -32.0; mIAP block: -9.2; hIAP act: 1.32; MPTP block: -1.1; MIN6 prolif: -4.0; APOBEC3G inh: -1.1; mIAP activ: 1.09; APOBEC3A inh: -5.8

What do the screens show for `CCOc1ccc(CCNC(=O)C2CC(=O)N(c3ccc4c(c3)OCCO4)C2)cc1OCC` (centres undefined)?
GRIN3A LBD mod: -0.3; hIAP block: 7.8; mIAP block: 0.0; hIAP act: 0.922; MPTP block: 0.1; MIN6 prolif: -5.1; APOBEC3G inh: -5.9; mIAP activ: 1; APOBEC3A inh: 10.9

How did COc1ccc(CNC(=O)COc2ccc(Br)c(C)c2)cc1 do in these assays?
GRIN3A LBD mod: -1.8; hIAP block: 13.6; mIAP block: 0.0; hIAP act: 0.864; MPTP block: 0.6; MIN6 prolif: -0.7; APOBEC3G inh: -8.8; mIAP activ: 1; APOBEC3A inh: -1.1

How did COc1ccc(N2CCN(C3CCCN(C(=O)c4ccoc4)C3)CC2)cc1 (centres undefined) do in these assays?
GRIN3A LBD mod: -1.2; hIAP block: 7.4; mIAP block: 1.1; hIAP act: 0.926; MPTP block: -1.5; MIN6 prolif: -2.6; APOBEC3G inh: -0.3; mIAP activ: 0.989; APOBEC3A inh: 0.1

What do the screens show for `CCCCC1CN2CCc3c([nH]c4ccccc34)C2(C)C1` (centres undefined)?
GRIN3A LBD mod: -1.6; hIAP block: 5.4; mIAP block: 5.1; hIAP act: 0.946; MPTP block: 0.8; MIN6 prolif: -3.3; APOBEC3G inh: -2.8; mIAP activ: 0.949; APOBEC3A inh: -6.2

Results for O=S(=O)(NCc1ccc(F)cc1)c1ccccc1Br ?
GRIN3A LBD mod: -0.6; hIAP block: 15.9; mIAP block: 0.9; hIAP act: 0.841; MPTP block: 1.1; MIN6 prolif: 0.0; APOBEC3G inh: -6.3; mIAP activ: 0.991; APOBEC3A inh: -2.4

How did CCOCc1cc(C2NC(=O)NC(C)=C2C(=O)OCC)ccc1OC (centres undefined) do in these assays?
GRIN3A LBD mod: -0.8; hIAP block: 29.6; mIAP block: -9.3; hIAP act: 0.704; MPTP block: -1.4; MIN6 prolif: -2.5; APOBEC3G inh: -1.8; mIAP activ: 1.09; APOBEC3A inh: -2.2

What do the screens show for `Cc1cc(NC(=O)CSc2ccc(-c3cccc([N+](=O)[O-])c3)nn2)no1`?
GRIN3A LBD mod: -0.8; hIAP block: -10.5; mIAP block: -6.9; hIAP act: 1.1; MPTP block: -0.9; MIN6 prolif: -3.6; APOBEC3G inh: -9.6; mIAP activ: 1.07; APOBEC3A inh: 2.1

Results for CSc1n[nH]c(=O)n1C1CCCCC1 ?
GRIN3A LBD mod: -1.4; hIAP block: -39.5; mIAP block: 1.6; hIAP act: 1.4; MPTP block: 2.0; MIN6 prolif: -0.8; APOBEC3G inh: -3.8; mIAP activ: 0.984; APOBEC3A inh: 0.7

How did COc1cc2nc(N(CCN(C)C)C(=O)c3ccc(S(=O)(=O)N(C)CC4CCCO4)cc3)sc2cc1OC (centres undefined) do in these assays?
GRIN3A LBD mod: 3.7; hIAP block: -15.1; mIAP block: 4.0; hIAP act: 1.15; MPTP block: -0.1; MIN6 prolif: -3.7; APOBEC3G inh: 3.5; mIAP activ: 0.96; APOBEC3A inh: -2.3

Results for O=C(N/C(=C/C=C\c1ccccc1)C(=O)N1CCOCC1)c1ccc(Br)cc1 ?
GRIN3A LBD mod: 0.2; hIAP block: -12.8; mIAP block: -4.6; hIAP act: 1.13; MPTP block: -0.3; MIN6 prolif: 1.6; APOBEC3G inh: -0.2; mIAP activ: 1.05; APOBEC3A inh: -2.2

Results for O=C(c1nn2c(C(F)(F)F)cc(-c3ccccc3)nc2c1Cl)N1CCN2CCCC2C1 (centres undefined) ?
GRIN3A LBD mod: 2.1; hIAP block: -8.4; mIAP block: 1.8; hIAP act: 1.08; MPTP block: -0.4; MIN6 prolif: -3.9; APOBEC3G inh: -1.3; mIAP activ: 0.982; APOBEC3A inh: 3.6

What do the screens show for `COc1ccc(C2SCC(=O)N2CC23CC4CC(CC(C4)C2)C3)cc1` (centres undefined)?
GRIN3A LBD mod: 0.0; hIAP block: 5.4; mIAP block: -1.3; hIAP act: 0.946; MPTP block: 2.0; MIN6 prolif: -4.8; APOBEC3G inh: -6.3; mIAP activ: 1.01; APOBEC3A inh: 1.1

Results for COc1ccc(N(C(=O)Cn2nnc(-c3ccc(F)cc3)n2)C(C)C(=O)NC2CCCC2)cc1 (centres undefined) ?
GRIN3A LBD mod: -7.5; hIAP block: 7.2; mIAP block: 6.3; hIAP act: 0.928; MPTP block: -0.3; MIN6 prolif: 1.1; APOBEC3G inh: -7.4; mIAP activ: 0.937; APOBEC3A inh: -1.3

What do the screens show for `Cc1ccccc1NC(=O)Cn1nnc2sc3c(c2c1=O)CC(C)(C)OC3`?
GRIN3A LBD mod: -1.5; hIAP block: 7.8; mIAP block: 11.2; hIAP act: 0.922; MPTP block: 2.3; MIN6 prolif: -0.9; APOBEC3G inh: -6.7; mIAP activ: 0.888; APOBEC3A inh: -4.2

Results for C=C(C)c1cccc(C(C)(C)NC(=O)N2CCN(CC(N)=O)CC2)c1 ?
GRIN3A LBD mod: -3.8; hIAP block: 9.7; mIAP block: -19.1; hIAP act: 0.903; MPTP block: 0.0; MIN6 prolif: -0.8; APOBEC3G inh: -7.4; mIAP activ: 1.19; APOBEC3A inh: -3.4

What do the screens show for `COc1ccc(N2CC(NC(=O)NCCC(C)C)CC2=O)cc1` (centres undefined)?
GRIN3A LBD mod: 1.7; hIAP block: -10.3; mIAP block: -11.9; hIAP act: 1.1; MPTP block: -0.3; MIN6 prolif: 0.0; APOBEC3G inh: 9.3; mIAP activ: 1.12; APOBEC3A inh: 1.2

What do the screens show for `COc1ccc(/C=N/NC(=O)CN2CCSCC2)c(OC)c1`?
GRIN3A LBD mod: 0.9; hIAP block: -4.0; mIAP block: -1.1; hIAP act: 1.04; MPTP block: -0.5; MIN6 prolif: 0.9; APOBEC3G inh: 2.7; mIAP activ: 1.01; APOBEC3A inh: 5.5

How did COc1ccc(/C=N/NC(=O)Cn2nnc3ccccc32)cc1OC do in these assays?
GRIN3A LBD mod: -1.0; hIAP block: -7.2; mIAP block: -5.3; hIAP act: 1.07; MPTP block: -1.0; MIN6 prolif: -1.2; APOBEC3G inh: -2.2; mIAP activ: 1.05; APOBEC3A inh: -0.6

What do the screens show for `COc1ccc(OCC(O)CN2CCN(CC(O)COc3ccc(OC)cc3)CC2)cc1` (centres undefined)?
GRIN3A LBD mod: 3.8; hIAP block: 1.6; mIAP block: -0.7; hIAP act: 0.984; MPTP block: -1.5; MIN6 prolif: -1.6; APOBEC3G inh: -4.8; mIAP activ: 1.01; APOBEC3A inh: -4.6

What do the screens show for `O=C(CNS(=O)(=O)c1cccs1)N1CCc2ccccc2C1`?
GRIN3A LBD mod: -1.5; hIAP block: 2.2; mIAP block: 1.1; hIAP act: 0.978; MPTP block: 1.2; MIN6 prolif: -0.8; APOBEC3G inh: -3.5; mIAP activ: 0.989; APOBEC3A inh: 2.5

What do the screens show for `CCn1c2ccccc2c2nnc(SCC(=O)Nc3ccc4c(c3)OCO4)nc21`?
GRIN3A LBD mod: -23.8; hIAP block: 22.2; mIAP block: 8.0; hIAP act: 0.778; MPTP block: 2.1; MIN6 prolif: 2.0; APOBEC3G inh: -8.8; mIAP activ: 0.92; APOBEC3A inh: -4.1

Results for CCOc1ccc(/C=C(\C)C(=O)c2c(C)cc(C)[nH]c2=O)cc1 ?
GRIN3A LBD mod: -2.5; hIAP block: 11.1; mIAP block: 1.5; hIAP act: 0.889; MPTP block: 0.0; MIN6 prolif: -0.6; APOBEC3G inh: -5.5; mIAP activ: 0.985; APOBEC3A inh: -2.5

How did CC(=O)Nc1ccc(Nc2cc(C)nc3ccccc23)cc1 do in these assays?
GRIN3A LBD mod: -1.0; hIAP block: -1.7; mIAP block: -3.3; hIAP act: 1.02; MPTP block: -1.6; MIN6 prolif: -2.7; APOBEC3G inh: 5.6; mIAP activ: 1.03; APOBEC3A inh: 0.0
